Assay outcomes: PubChem, several laboratories
HCV core dimer: blocks dimerization of HCV core protein; 300,000 compounds, 0.33% hits; TR-FRET GST/Flag-core106 dimerization, 1536-well; inhibition, % at 5 µM;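 active means inhibition above the mean of all tested compounds plus 3 SD, set per screening campaign, cut at about 45% in these data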
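Assay system: GST-tagged and Flag-tagged HCV core protein residues 1-106 / Times: compound-protein-antibody incubation 4 h at 22.5 °C / Signal: time-resolved FRET, ex 340 nm, em 617 and 671 nm / Evaluation: % inhibition based on acceptor/donor emission ratio / Benchmarks: wells lacking GST-core106 and wells with excess unlabelled core106 / Repeats: singlicate, one well per compound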
CR mimetic SO: lowers age-related superoxide in aged yeast cells; superoxide response (% of plate mean), % at 10 µM; 330,000 compounds, 0.18% hits; S. cerevisiae aged cells, superoxide DHE fluorescence; active compounds read low;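 active means superoxide response under a set limit, about three screen SD below normal, cut at about 65% in these data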;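 further: yeast aged for seven days with compound at 30 °C before DHE staining; 100% = average MFI of all compound-treated wells on the plate with controls excluded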
PP5 inh: inhibitors of human protein phosphatase 5 (PP5) | P53041 | purified PP5c, OMFP substrate fluorescence | inhibition, % at 6.7 µM | 320,000 compounds, 0.18% hits | AID 1987;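 active means inhibition above the campaign's mean inhibition across all tested compounds plus 3 SD, cut at about 9.5% in these data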;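 further: 0% = DMSO only and 100% = 100 µM cantharidin control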
Target sequence (P53041 whole entry, looked up): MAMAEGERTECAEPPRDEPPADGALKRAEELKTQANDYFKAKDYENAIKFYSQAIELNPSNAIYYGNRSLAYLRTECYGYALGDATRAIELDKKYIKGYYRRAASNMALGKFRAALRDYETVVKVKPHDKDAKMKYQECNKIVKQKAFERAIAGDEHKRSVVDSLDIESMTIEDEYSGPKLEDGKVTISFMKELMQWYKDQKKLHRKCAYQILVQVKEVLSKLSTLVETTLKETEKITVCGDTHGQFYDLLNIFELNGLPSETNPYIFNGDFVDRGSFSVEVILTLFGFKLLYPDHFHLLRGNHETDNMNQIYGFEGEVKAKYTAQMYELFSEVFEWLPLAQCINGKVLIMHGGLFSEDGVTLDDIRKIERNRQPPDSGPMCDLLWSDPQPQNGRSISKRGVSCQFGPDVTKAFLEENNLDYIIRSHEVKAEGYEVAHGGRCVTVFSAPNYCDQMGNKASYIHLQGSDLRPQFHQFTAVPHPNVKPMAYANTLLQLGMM
CTSL1 counter: blocks F. hepatica cathepsin L1 in PFM18AAP counter-screen | recombinant F. hepatica cathepsin L1, Z-Leu-Arg-MCA fluorescence | inhibition, % at 5.96 µM | 300,000 compounds, 0.49% hits;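 active means inhibition above the mean of all tested compounds plus 3 SD, set per screening campaign, cut at about 17% in these data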;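 further: 0% = plate median of test compound wells and 100% = 1 µM Z-Phe-Ala-diazomethylketone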
PP1 inh: PP1-alpha (human) inhibition in PP5 counter-screen; inhibition, % at 6.7 µM; P62136; 320,000 compounds, 0.9% hits; AID 2235; purified PP1alpha, OMFP fluorescence;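 active means inhibition above the mean inhibition of all tested compounds plus 3 SD, computed separately for each screening campaign, cut at about 15% in these data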
ZTA counter: ZTA (EBV) inhibition in EBNA-1 counter-screen; P03206; ZTA-DNA binding, fluorescence polarization; inhibition, % at 11 µM; 320,000 compounds, 0.15% hits; in the data active means inhibition above about 33%
Target sequence (P03206 whole entry, looked up): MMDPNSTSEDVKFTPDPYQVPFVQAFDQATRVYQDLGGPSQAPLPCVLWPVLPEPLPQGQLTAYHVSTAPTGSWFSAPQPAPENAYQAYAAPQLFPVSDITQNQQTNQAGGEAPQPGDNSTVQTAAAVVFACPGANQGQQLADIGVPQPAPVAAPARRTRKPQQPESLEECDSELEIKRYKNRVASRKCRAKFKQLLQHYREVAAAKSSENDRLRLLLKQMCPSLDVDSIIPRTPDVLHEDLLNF
TPT1 inhibitor: C. albicans TPT1 enzyme inhibition. recombinant caTPT1, FP RNA substrate dephosphorylation. inhibition, % at 5 µM. 300,000 compounds, 0.81% hits. AID 1962;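 active means inhibition above the mean of all tested compounds plus 3 SD, set per screening campaign, cut at about 24% in these data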;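 further: plate controls were DMSO alone for no effect and ferristatin control at 100 nM for full effect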
EBNA-1 inh: blocks EBNA-1 binding to DNA; 300,000 compounds, 0.34% hits; AID 1950; EBNA-1 DNA binding, fluorescence polarization; inhibition, % at 14.8 µM; in the data active means inhibition above about 28%
GASC-1 inh: blocks human GASC-1 demethylase activity; Q9H3R0; GST-JMJD2C(1-420) H3K9me3 demethylation, DELFIA europium; inhibition, % at 2.35 µM; 330,000 compounds, 0.069% hits;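 active means more than half of a compound's replicate wells show inhibition beyond 50%, single wells judged on their own value; inconclusive means some, but no more than half, of replicates pass 50% inhibition; inactive means no replicate passes 50% inhibition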;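 further: signal counts dimethyl H3K9 product captured on neutravidin plate; 0% = median of DMSO wells and 100% = 0.3 times that DMSO median; strong numbers were not always called active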
Numbers without * were called inactive; ? = inconclusive; nt = no result given.

nr	Structure	HCV core dimer	EBNA-1 inh	CTSL1 counter	ZTA counter	CR mimetic SO	GASC-1 inh	PP1 inh	PP5 inh	TPT1 inhibitor
1	CCCOc1c(Br)cc(C(=O)OCC(=O)NC2CC2)cc1OC	-11	-7	3	-8	84	5	-4	1.8	2
2	Brc1ccc(C2=Nc3cccc4cccc(c34)N2)o1	-9	-3	1	-1	99	-7	1	1.3	-1
3	CCN(CC)C(=O)N1CCc2ccccc2C1CN1C(=O)c2ccccc2C1=O (configuration not stated)	0	1	-1	5	92	35	-1	0.3	-7
4	O=C(CCN1C(=O)c2ccccc2C1=O)OCN1C(=O)c2ccccc2C1=O	-5	-2	-24	9	102	1	-2	-1.9	1
5	Cc1csc(=O)n1CC(=O)OCC(=O)Nc1cc(Cl)ccc1[N+](=O)[O-]	-6	3	-3	0	113	-7	3	4.0	-3
6	CCCCc1ccc(NC(=S)Nc2ccc(Cl)c(S(=O)(=O)N(C)C)c2)cc1	-1	-13	-2	-5	104	1	-1	3.3	1
7	CCOC(=O)c1sc2nc(C)nc(SC(C)C(=O)N(C)c3ccccc3)c2c1C (configuration not stated)	nt	nt	nt	0	85	-3	1	0.1	nt
8	CS(=O)(=O)N(CC(=O)NCc1ccccc1Cl)Cc1ccccc1	-8	6	3	-24	95	0	-2	0.0	-7
9	COc1cc(NC(=O)C2CC(c3ccc(Cl)cc3)=NO2)cc(OC)c1OC (configuration not stated)	12	2	-5	4	102	-4	-4	2.3	2
10	Cc1ncsc1C(=O)N1CCCC(CNS(=O)(=O)c2cccs2)C1 (configuration not stated)	-5	-7	6	-1	108	1	-2	-2.3	-1
11	O=C(Nc1ccon1)c1cccc(C(F)(F)F)c1	0	7	5	8	77	?	-3	-1.2	-2
12	CC(=O)NC(CC(=O)N(C)C1CCCCC1)c1ccccc1 (configuration not stated)	2	-6	1	16	98	-8	5	0.1	-1
13	COc1ccc(CCNC(=O)C23CCC(C)(C(=O)O2)C3(C)C)cc1OC (configuration not stated)	4	-4	-7	5	112	-9	2	-0.8	-3
14	N#CC(c1cccc(Cl)c1)c1ncc(C(F)(F)F)cc1Cl (configuration not stated)	-1	-7	-1	4	118	-7	3	2.5	0
15	CN(C)S(=O)(=O)c1ccc2c(c1)nc(CCC(=O)Nc1ccc(N3CCOCC3)cc1)n2C	7	-2	1	10	94	7	2	3.0	-1
16	O=C(COC(=O)CCC(=O)c1cccs1)NC1CCCCC1	nt	nt	nt	-4	106	nt	-5	0.3	nt

Reformatted with values under each structure: entries from further up.
Every second line gives: HCV core dimer | EBNA-1 inh | CTSL1 counter | ZTA counter | CR mimetic SO | GASC-1 inh | PP1 inh | PP5 inh | TPT1 inhibitor
11. O=C(Nc1ccon1)c1cccc(C(F)(F)F)c1
 : 0 | 7 | 5 | 8 | 77 | ? | -3 | -1.2 | -2
12. CC(=O)NC(CC(=O)N(C)C1CCCCC1)c1ccccc1 (configuration not stated)
 : 2 | -6 | 1 | 16 | 98 | -8 | 5 | 0.1 | -1

Further compounds
nr	Structure	HCV core dimer	EBNA-1 inh	CTSL1 counter	ZTA counter	CR mimetic SO	GASC-1 inh	PP1 inh	PP5 inh	TPT1 inhibitor
17	CC(=O)c1cccc(NC(=O)c2ccc(NS(C)(=O)=O)cc2)c1	-3	-2	-1	-12	96	-2	0	1.6	-3
18	CC(C)CN(CCNC(=O)CN1C(=O)COc2ccc(S(=O)(=O)N3CCOCC3)cc21)CC(C)C	-3	-4	2	-13	89	-5	-4	1.5	-3
19	COCCN(Cc1cc2cc(C)c(C)cc2nc1Cl)C(=O)N1CCOCC1	-2	-9	-4	-20	100	5	1	0.4	-3
20	Cc1ccc(NS(=O)(=O)c2ccc3c(c2)NC(=O)CCS3)c(Cl)c1	5	0	-1	5	126	-14	1	2.4	-1
21	CCCCOC(=O)Nc1nnc(C(C)C)s1	-4	-6	-1	4	109	-1	-2	1.5	-6
22	CCOC(=O)N1CCC(NC(=O)c2cc(COc3ccccc3SC)on2)CC1	13	3	-1	-4	105	1	-1	0.3	-2
23	Cc1cccc(NC(=O)c2csnn2)n1	-16	5	-4	1	95	-19	-9	-3.7	-7
24	CCOC(=O)c1sc(NC(=O)CSc2n[nH]c(-c3ccccc3)n2)c(C#N)c1C	17	-8	0	1	93	-5	4	6.5	7

Look-ups from the results shown.
cpd 19 in HCV core dimer → -2
cpd 12 in PP1 inh → 5
cpd 18 in HCV core dimer → -3

New compounds follow
nr	Structure	HCV core dimer	EBNA-1 inh	CTSL1 counter	ZTA counter	CR mimetic SO	GASC-1 inh	PP1 inh	PP5 inh	TPT1 inhibitor
25	CC(C)n1nnnc1SCC(=O)N1CCN(Cc2ccc3c(c2)OCCO3)CC1	nt	nt	nt	6	97	-1	-2	2.5	nt
26	O=C(CN1C(=O)S/C(=C\c2ccccc2F)C1=O)NC1C=CS(=O)(=O)C1 (configuration not stated)	0	5	2	-6	97	?	0	0.4	-1
27	O=C(NC1CCN(S(=O)(=O)c2ccccc2)CC1)c1ccc(F)cc1	-16	-6	2	13	98	-19	-6	0.3	-1
28	Cc1c(NC(=O)CSc2ccccc2C(=O)Nc2cccnc2)c(=O)n(-c2ccccc2)n1C	-4	1	3	-5	108	12	2	-2.9	-4
29	COc1ccccc1-n1c(-c2cccnc2)n[nH]c1=S	-1	2	-2	-1	102	1	-3	-1.8	1
30	CCOc1ccc(-c2cc(N)n(S(=O)(=O)c3ccc(OC)cc3)n2)cc1	2	-13	2	-18	89	2	1	3.6	-1
31	CCOc1ccc(/C=C/C(=O)c2ccccc2)cc1	14	-7	6	11	98	6	-7	-4.6	-1
32	COc1ccc(NC(=O)/C(N=Nc2cc(S(=O)(=O)Nc3ccc(OC)cc3)ccc2OC)=C(\C)O)cc1	16	-3	-1	1	92	12	8	2.2	2
33	Cc1cc(N(C)C)cc(C)[n+]1[O-]	-1	11	-2	-7	96	46	-2	1.4	-4
34	C=CCN(Cc1nc(-c2ccc(OC)cc2)no1)C(=O)c1ccc2c(c1)OCO2	4	-1	0	-12	92	-9	4	0.0	3
35	Cc1ccc(NS(=O)(=O)c2c(C(=O)N3CCCCCC3)c(C)n(C)c2C)cc1C	-3	-3	1	8	113	4	-7	-2.5	2
36	COc1cccc2c1OCC(C(=O)Nc1nccs1)=C2	28	-8	6	-2	119	-7	5	-7.4	0
37	Cc1cc(C)cc(C(=O)OCC(=O)NC(=O)NC2CCCC2)c1	nt	nt	nt	-7	95	-6	1	1.9	nt
38	COc1ccc(C(C)=O)cc1CC(=O)Nc1ccc2c(c1)CCC2	6	-14	0	-11	133	-5	9	-1.7	-2
39	CCC1=NN2C(=N)/C(=C/c3cc(C)n(Cc4ccccc4)c3C)C(=O)N=C2S1	12	1	3	-5	113	1	16*	2.2	0
40	Cc1ccc(NC(=O)c2cnc3ccccc3n2)cc1C	0	-4	1	-4	98	2	-1	3.1	-1
41	Cc1cc(CN(C)C(=O)CCc2nnc(Cc3cccc(C(F)(F)F)c3)o2)on1	-4	2	-5	10	92	-7	1	-1.6	-2
42	O=C1CSC2(N1)C1CC3CC(C1)CC2C3 (configuration not stated)	1	10	0	7	99	8	-2	1.4	-6
43	CN(C)CCCOC(=O)c1cc2ccccc2o1	-9	-6	-3	-1	90	-13	-2	1.8	-5
44	O=C(c1ccc(N2CCCC2=O)cc1)N1CCN(c2ccc(Cl)cc2)CC1	24	-4	0	8	100	-3	-2	0.1	0
45	CCN(CC)P(=O)(/C(Cl)=C\Nc1c(C)n(C)n(-c2ccccc2)c1=O)N(CC)CC	0	5	-2	8	97	6	10	6.3	-2
46	CCOC(=O)C1CCN(S(=O)(=O)c2ccc(C(=O)OC)cc2)CC1	-2	3	5	-2	95	-6	-4	2.1	-2
47	Cc1cc(C)c(NC(=O)C2CC(=O)N(C(C)C)C2)c(C)c1 (configuration not stated)	2	-1	0	5	96	1	-3	1.2	1
48	Cc1ccc2nc(CCc3nc4ccc(C)cc4[nH]3)[nH]c2c1	-4	-2	7	4	102	7	1	0.7	-3

5 entries out of the list above, ordered by their value in GASC-1 inh, smallest number first:
entry	mol	GASC-1 inh
13	COc1ccc(CCNC(=O)C23CCC(C)(C(=O)O2)C3(C)C)cc1OC (configuration not stated)	-9
2	Brc1ccc(C2=Nc3cccc4cccc(c34)N2)o1	-7
47	Cc1cc(C)c(NC(=O)C2CC(=O)N(C(C)C)C2)c(C)c1 (configuration not stated)	1
45	CCN(CC)P(=O)(/C(Cl)=C\Nc1c(C)n(C)n(-c2ccccc2)c1=O)N(CC)CC	6
42	O=C1CSC2(N1)C1CC3CC(C1)CC2C3 (configuration not stated)	8

Following part:
nr	Structure	HCV core dimer	EBNA-1 inh	CTSL1 counter	ZTA counter	CR mimetic SO	GASC-1 inh	PP1 inh	PP5 inh	TPT1 inhibitor
49	COc1ccccc1CNC(=O)CN1CCN(Cc2ccc(Cl)cc2)C1=O	8	4	5	-20	93	8	4	1.3	-10
50	COc1cc(C)ccc1N(CCCN1C(=O)c2cccc3cccc(c23)C1=O)C(=O)c1cccs1	27	1	2	1	102	-12	14	2.9	3
51	Cc1ccccc1NC(=O)c1cc2c(C)nc3ccccc3c2o1	10	3	3	11	93	-1	-3	1.4	1
52	COc1ccc(Cc2nnc(NC(=O)Nc3ccccc3)s2)cc1OC	12	60*	0	-3	86	-5	5	2.4	1
53	COC(=O)C(Cc1csc2ccc(Cl)cc12)NC(=O)c1ccc(Cl)cc1 (configuration not stated)	-3	-18	-2	-1	100	-2	-3	4.2	0
54	COCCCNC(=S)Nc1ccc(N2CCCCC2)cc1	5	1	-2	-3	107	-31	-2	2.4	1
55	CC(C)CCC(O)(CCC(C)C)C(=O)NN1CCCCC1	-13	12	7	12	82	-1	2	1.0	-4
56	CC1(C)CCCC2=C1CC1C(=O)N(O)C(=O)C1C2 (configuration not stated)	-3	8	-2	-16	97	-9	-4	1.4	-1
57	O=C1OCCC1Sc1nc2ccccc2n1Cc1ccccc1 (configuration not stated)	4	11	-5	4	107	7	-3	0.6	-4
58	Cc1cc(=O)n2ncnc2n1COCCO	-3	-1	-4	2	101	12	2	2.4	1
59	CC1(C)CC(=O)C2=C(C1)OC(c1ccc(O)cc1)C(C#N)=C2N (configuration not stated)	0	-1	2	-7	91	-6	-2	-2.9	-1
60	COC(=O)C1=C(C)N(c2ccc(OC)cc2)C(C)=C(C(=O)OC)C1c1ccc(OC)cc1	6	-3	6	5	104	9	1	3.1	0
